# WT yeast gro inh: growth inhibition of WT yeast, mitochondrial fusion screen. mitochondrial fusion phenotypic screen, WT strain. inhibition, % at 10 µM. actives 2.1% (n = 190,000). AID 1362; in the data active = inhibition above about 58%; tested in S. cerevisiae
# Yfh1-off respiration: mitochondrial function rescue without frataxin homolog – Friedreich's ataxia, plus single-dose screen, dose response (AID 1465) | S. cerevisiae Yfh1-off respiration, WST-1 reduction, 72 h; higher fold induction means a stronger effect | actives 0.074% (n = 220,000) | fold induction at 50 µM, or EC50 in µM where a hit was titrated;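 active = fold induction of absorbance versus untreated yeast above a set limit, then at least 30% activation at any dose in follow-up; inconclusive = repeats straddling the limit, or above it without dose testing; inactive = fold induction below the set limit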;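 also: activators that raise dye reduction in frataxin-depleted yeast; strong numbers were not always called active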
# PMI inhibitors: inhibitors of human PMI, primary screen, biochemical, fluorescence intensity, coupled assay (AID 1209) | actives 0.42% (n = 190,000) | purified PMI enzyme, coupled fluorescence intensity; higher % means a stronger effect | inhibition, % at 20 µM, or IC50 in µM where a hit was titrated;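 also: plate controls were DMSO vehicle for no effect and wells lacking substrate for full effect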
# MT stabilize HCS: stabilizes microtubules in HeLa cells; HeLa tubulin immunostaining HCS, 24 h; share of cells brighter than vehicle mean+2SD; actives 0.83% (n = 200,000); % tubulin-high responders, % at 10 µM; AID 2205;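 active = plate Z-score above 3 for both tubulin-high and condensed-nucleus cell shares, with cell loss under 80%, at 10 µM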;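 also: anti alpha tubulin signal scored within the nucleus-defined area of each cell; some results filed as inactive read as strong as hits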
# Autophagy mod: alters autophagy in cells | MEF GFP-LC3 puncta imaging; test concentration mostly 10 µM | AID 463193 | actives 0.98% (n = 190,000) | calls only at 10 µM (by protocol);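 active = percentage of spot-positive cells more than 3 SD above its plate mean, without a fluorescence outlier flag or 80% toxicity; inconclusive = no clear call, values can overlap the other calls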;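 also: spot-positive cell cutoff set from DMSO-treated cells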
# bCat nuc transl: alters nuclear translocation of beta-catenin in HeLa cells; nuclear translocation activity, % at 5 µM; actives 0.3% (n = 190,000); immunofluorescence imaging;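 active = nuclear translocation activity above 50% at 5 µM, with a well cell count of 50 or more; inconclusive = wells under 50 cells across six images, flagged as toxic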;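 also: per-cell ratio of nuclear to cytoplasmic median beta-catenin stain intensity; plate controls were DMSO negative control for no effect and GSK-3 inhibitor IX positive control for full effect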
#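 Test system: HeLa cells, endogenous beta-catenin; Compound: single 5 µM dose plus 0.02–20 µM confirmation series; Times: compound exposure 24 h at 37°C; Signal: fluorescence imaging of beta-catenin antibody stain plus DAPI; Read-out: % activation, nuclear-to-cytoplasmic median beta-catenin signal ratio per cell.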
# Dynein transport: dynein cargo transport inhibition; 3617.4 mouse cells, GR-EGFP nuclear translocation imaging; test concentration mostly 20 µM; stimulated with dexamethasone, 1 µM; hits give low values; z-score, hits read low; actives 0.47% (n = 220,000);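 active = plate z-score of nuclear minus cytoplasmic receptor signal below a set negative limit, without overly bright fluorescence or cell loss, cut at about -3.5 in these data, passing the limit was not always enough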;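 also: z-score of nuclear minus cytoplasmic ring GR-EGFP intensity difference per well; some compounds called inactive have numbers as strong as hits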
#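 Also added: dexamethasone, 1.0 µM final. Medium: tet-free, stripped-serum medium. Detection: fixed, Hoechst-stained cells imaged at 10x for EGFP. Read-out: nuclear-to-cytoplasmic GR-EGFP distribution per well. Times: induction 48 h, compound 1 h, agonist 30 min.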
# Insulin prom up: MIN6 insulin promoter up-regulation | MIN6 insulin promoter-GFP reporter, high-content imaging; hits give high values | z-score at 5 µM | actives 0.3% (n = 190,000) | AID 1625;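 active = z-score above 3 at 5 µM with at least 500 cells counted in the well; inconclusive = wells under 500 cells, flagged as cytotoxic or low count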
# human PMI inhibitors: MPI inhibition at elevated mannose 6-phosphate – biochemical, fluorescence intensity, high mannose 6-phosphate, primary screen (AID 1220). recombinant PMI enzyme, coupled fluorescence intensity; higher % means a stronger effect. one-dose inhibition, % at 20 µM; IC50 in µM for titrated hits. actives 0.66% (n = 190,000)
# WT yeast gro inh mutant strain: further read-out of WT yeast gro inh, marked with its call; inhibition, %; mitochondrial fusion phenotypic screen, mutant strain inhibition
# Dynein transport cytoplasmic EGFP: further read-out of Dynein transport, marked with its call; z-score; measured here: cytoplasmic GR-EGFP intensity; hits give high values
# Dynein transport nuclear GR-EGFP: second read-out of Dynein transport, no call of its own (marks repeat the call); z-score; measured here: nuclear GR-EGFP intensity;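 lower value marks the stronger effect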
# Dynein transport cell count: further read-out of Dynein transport, marked with its call; z-score; measured here: cell count per field
# Insulin prom up cell count: recorded beside Insulin prom up, whose call it bears; cell count; measured here: cytotoxicity, nuclei count;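 total cells summed across four imaged fields per well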
# bCat nuc transl cell count 5 µM: recorded beside bCat nuc transl, whose call it bears; cell count; measured here: cell count, cytotoxicity flag
# MT stabilize HCS Hoechst-high %: recorded beside MT stabilize HCS, whose call it bears; % Hoechst-high responders; measured here: nuclear condensation Hoechst responders;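 share of cells brighter than vehicle mean plus two SD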
# MT stabilize HCS cytotoxicity %: further read-out of MT stabilize HCS, marked with its call; toxicity, %; measured here: cytotoxicity by cell density;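 0% = mean cell density of plate MIN control wells and 100% = no cells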
# Autophagy mod cell loss 18 h: second read-out of Autophagy mod, no call of its own (marks repeat the call); toxicity, %; measured here: cell loss, nuclei count;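 cell loss after 18 h compound exposure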
# Starred values were filed as active, the others as inactive; i = inactive; ? = inconclusive; . = not tested or not shown. Rule as the data show it, unless noted: active = inhibition above about 50%; inactive = the rest.
SMILES,WT yeast gro inh,WT yeast gro inh mutant strain,Yfh1-off respiration,PMI inhibitors,MT stabilize HCS,MT stabilize HCS Hoechst-high %,MT stabilize HCS cytotoxicity %,Autophagy mod,Autophagy mod cell loss 18 h,bCat nuc transl,bCat nuc transl cell count 5 µM,Dynein transport,Dynein transport cytoplasmic EGFP,Dynein transport nuclear GR-EGFP,Dynein transport cell count,Insulin prom up,Insulin prom up cell count,human PMI inhibitors
Cc1cccc(NC(=O)CSc2nc(N)c(NC(=O)c3cccs3)c(=O)[nH]2)c1,-9,-3,i,-1%,2.6,1.1,9.0,i,-16,-3.0,538,-0.74,-0.27,0.18,0.89,-0.07,1454,3%
Cc1ccc([N+](=O)[O-])cc1NC(=O)c1cccs1,-8,-14,i,-1%,1.7,1.7,3.3,i,-8,2.1,1048,-0.49,-0.31,-0.74,1.4,3.2*,1272*,3%
CC(=O)C1C(=O)c2c(cccc2[N+](=O)[O-])C1=Nc1cccc(Cl)c1 (stereo unspecified),.,.,i,.,.,.,.,.,.,0.9,1255,0.54,-0.27,0.23,0.039,-0.09,1036,.
CC1(C)OC(=O)C(=CNc2cccc(O)c2)C(=O)O1,-1,-3,i,-9%,4.2,2.9,6.0,i,-16,-1.9,1360,-0.041,-0.19,0.44,-0.67,-0.48,1595,2%
CC1Cc2ccccc2N1C(=O)CSc1nc2ccccc2s1 (stereo unspecified),1,-7,.,14%,1.7,2.9,10,i,14,1.1,1072,1.8,-0.19,0.72,-0.65,-0.44,1377,9%
Cc1ccc(NC(=O)c2nc[nH]c2C(=O)N2CCN(c3ccccc3)CC2)cc1,.,.,i,.,.,.,.,.,.,-0.6,1109,-0.57,-0.82,-0.25,0.65,0.54,937,.
Cc1ccc(C)c(OCCn2cc(/C=C(\C#N)C(=O)NCC3CCCO3)c3ccccc32)c1 (stereo unspecified),-1,-2,i,13%,2.2,1.7,7.9,i,6,2.9,488,0.17,-0.2,0.14,-0.19,0.16,1358,21%
COc1ccccc1C(C)NC(=O)c1ccc(C)o1 (stereo unspecified),-17,-15,i,-10%,44*,16*,53*,i,16,.,.,-0.48,-0.27,-0.29,2.1,.,.,-11%
COc1cc(C2N(C)CCC3(OCCO3)C2(C)C)cc(OC)c1OC (stereo unspecified),-11,-4,i,-3%,2.0,2.4,7.7,i,5,0.5,932,0.077,-0.25,0.41,-0.29,-0.28,1317,0%
COc1cc(C2Sc3ccccc3NC3=C2C(=O)OC3)cc(OC)c1OC (stereo unspecified),-10,-4,i,8%,40*,27*,28*,i,0,0.9,1086,0.44,-0.23,0.24,0.65,0.34,860,5%
COc1ccc(/C=N/NC(=O)c2cccc(OC(F)(F)C(F)F)c2)c(OC)c1OC,0,-27,i,9%,5.6,2.5,11,i,-2,-1.7,531,3.5,-0.015,2,-1.8,-0.06,1204,11%
CCc1n[nH]c(=S)n1/N=C/c1ccc2c(c1)OCO2,15,-9,i,5%,4.3,2.2,13,i,-3,3.3,1259,-0.42,-0.22,-0.97,0.19,0.36,1580,0%
Cc1nc(-c2ccccc2)cn2c1nc1ccccc12,28,23,i,15%,3.2,1.7,3.0,i,3,0.6,958,0.66,-0.066,0.57,-0.85,.,.,24%
O=C(NCC(=O)N(c1ccc(F)cc1)C(C(=O)NCC1CCCO1)c1ccccc1)c1ccco1 (stereo unspecified),-13,-42,i,10%,1.4,0.9,0.7,i,12,-6.1,933,-0.82,-0.22,-0.31,0.66,0.2,1358,8%
Cc1ccn2c(CNCCn3cccn3)c(C(=O)N3CCCCCC3)nc2c1,8,3,i,-15%,3.1,1.5,6.7,i,3,0.5,1040,-0.4,-0.26,-0.054,-0.23,0.99,1450,-1%
CCc1nnc(NC(=O)c2ccc(NS(=O)(=O)c3ccccc3)cc2)s1,-5,-12,i,2%,2.9,2.7,5.1,i,5,0.9,506,-0.87,-0.33,0.16,0.63,.,.,-4%
O=C(Cn1ccc2ccccc2c1=O)NCCC(=O)Nc1cccnc1,-16,-12,i,-4%,6.4,4.1,10,i,11,4.5,1456,-1.2,-0.19,-0.49,1,-0.33,1615,-4%
Cn1c(=O)oc2cc(S(=O)(=O)N3CCC(N4CCCCC4)CC3)ccc21,9,10,i,8%,4.4,1.0,12,i,-7,-1.0,1109,-0.92,-0.26,-0.24,0.98,0.23,1338,-6%
N#CCCn1cc(CNCc2ccccc2)c(-c2cccc([N+](=O)[O-])c2)n1,-2,3,i,3%,4.9,2.3,6.6,i,-1,-0.5,1577,0.012,0.14,0.29,0.00056,-1.9,1541,15%
O=C(OC1CCOC1=O)c1ccc(S(=O)(=O)N2CCCCCC2)cc1 (stereo unspecified),-4,-3,i,10%,2.6,1.3,4.7,i,0,0.7,1053,-0.13,-0.21,-0.73,0.084,0.7,1161,-3%
COc1ccc(OCC(O)CN2CCN(c3ncccn3)CC2)cc1 (stereo unspecified),-8,-14,i,-1%,5.5,2.0,13,i,1,.,.,0.14,-0.13,0.025,-0.63,0.33,1315,6%
COCCCN1C(=O)/C(=C\c2ccc3c(c2)OCO3)C(C(=O)OC)=C1C,1,-2,i,11%,3.0,2.6,9.7,i,-43,-1.0,988,-0.32,-0.093,0.0032,-0.78,.,.,12%
COc1ccc(C2(C(=O)c3ccccc3)C(=O)c3ccccc3C2=O)cc1,.,.,i,.,.,.,.,.,.,-0.5,1259,-1.1,-0.22,-0.58,0.6,0.03,1011,.
Cc1nc2c(cnn2-c2ccccc2)c(=O)[nH]1,7,6,i,-1%,6.6,1.6,2.9,i,11,-0.9,1137,-0.29,-0.29,-0.19,0.56,-0.32,1430,-5%

# Structural class: the entries above with a thiophene ring, fused or not (2)
SMILES,WT yeast gro inh,WT yeast gro inh mutant strain,Yfh1-off respiration,PMI inhibitors,MT stabilize HCS,MT stabilize HCS Hoechst-high %,MT stabilize HCS cytotoxicity %,Autophagy mod,Autophagy mod cell loss 18 h,bCat nuc transl,bCat nuc transl cell count 5 µM,Dynein transport,Dynein transport cytoplasmic EGFP,Dynein transport nuclear GR-EGFP,Dynein transport cell count,Insulin prom up,Insulin prom up cell count,human PMI inhibitors
Cc1cccc(NC(=O)CSc2nc(N)c(NC(=O)c3cccs3)c(=O)[nH]2)c1,-9,-3,i,-1%,2.6,1.1,9.0,i,-16,-3.0,538,-0.74,-0.27,0.18,0.89,-0.07,1454,3%
Cc1ccc([N+](=O)[O-])cc1NC(=O)c1cccs1,-8,-14,i,-1%,1.7,1.7,3.3,i,-8,2.1,1048,-0.49,-0.31,-0.74,1.4,3.2*,1272*,3%

# Additional compounds.
SMILES,WT yeast gro inh,WT yeast gro inh mutant strain,Yfh1-off respiration,PMI inhibitors,MT stabilize HCS,MT stabilize HCS Hoechst-high %,MT stabilize HCS cytotoxicity %,Autophagy mod,Autophagy mod cell loss 18 h,bCat nuc transl,bCat nuc transl cell count 5 µM,Dynein transport,Dynein transport cytoplasmic EGFP,Dynein transport nuclear GR-EGFP,Dynein transport cell count,Insulin prom up,Insulin prom up cell count,human PMI inhibitors
Cc1ccc(C23CC4CC(CC(CN)(C4)C2)C3)cc1,22,19,i,-3%,9.9,1.8,2.6,i,8,2.8,651,1.6,-0.29,1.2,-0.2,-2,1039,-3%
O=C(COC(=O)c1ccccc1C(=O)c1ccccc1)Nc1cccc([N+](=O)[O-])c1,9,-4,i,12%,3.3,4.1,0.7,i,2,0.5,531,-0.89,-0.25,-0.75,0.99,1,1259,16%
CCc1ccc2[nH]c3nc(SCC(=O)NNC(=O)c4ccc(C(C)(C)C)cc4)nnc3c2c1,3,20,i,-5%,3.9,0.9,5.5,i,17,0.2,1064,0.036,-0.16,-0.13,0.014,-0.37,1925,-3%
CC1=C/C(=N\OS(=O)(=O)c2ccccc2)C(C)=CC1=O,75,76,i,106%*,3.2,2.2,7.3,i,-20,1.0,1106,-3.4,2.4,-1.4,-3.8,?,.,3.7µM*
O=c1c2ccccc2ncn1Cc1nc2ccccc2s1,-5,3,i,10%,3.3,2.8,7.6,i,5,0.1,1070,-0.7,-0.14,-0.2,0.4,.,.,11%
Cc1ccc(NC(=O)COc2cccc(/C=C3\SC(=S)N(CCC(=O)O)C3=O)c2)cc1Cl,.,.,i,.,.,.,.,.,.,0.2,1376,-0.43,0.15,0.6,-0.4,-0.01,1033,.

# Rewritten bar-delimited: part of the list above
Molecule | WT yeast gro inh | WT yeast gro inh mutant strain | Yfh1-off respiration | PMI inhibitors | MT stabilize HCS | MT stabilize HCS Hoechst-high % | MT stabilize HCS cytotoxicity % | Autophagy mod | Autophagy mod cell loss 18 h | bCat nuc transl | bCat nuc transl cell count 5 µM | Dynein transport | Dynein transport cytoplasmic EGFP | Dynein transport nuclear GR-EGFP | Dynein transport cell count | Insulin prom up | Insulin prom up cell count | human PMI inhibitors
O=c1c2ccccc2ncn1Cc1nc2ccccc2s1 | -5 | 3 | i | 10% | 3.3 | 2.8 | 7.6 | i | 5 | 0.1 | 1070 | -0.7 | -0.14 | -0.2 | 0.4 | . | . | 11%
Cc1ccc(NC(=O)COc2cccc(/C=C3\SC(=S)N(CCC(=O)O)C3=O)c2)cc1Cl | . | . | i | . | . | . | . | . | . | 0.2 | 1376 | -0.43 | 0.15 | 0.6 | -0.4 | -0.01 | 1033 | .

# Screening data (PubChem)

# No enrichment for hits. About 5% of those tested had a hit in this group.
